CHT allo act: CHT positive allosteric modulators, primary screen, cell-based, membrane potential dye, choline EC20; High affinity choline transporter 1 (Homo sapiens), Q9GZV3; CHT-expressing cells; active compounds read high; LV-AA mutant CHT in HEK293 cells; B-score at 10 µM; 310,000 compounds, 0.49% hits; AID 488977, 2010;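 active = initial fluorescence not abnormally high and integrated response B-score, plate-corrected, over 3 SD above library mean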
Target sequence (Q9GZV3 whole entry, looked up): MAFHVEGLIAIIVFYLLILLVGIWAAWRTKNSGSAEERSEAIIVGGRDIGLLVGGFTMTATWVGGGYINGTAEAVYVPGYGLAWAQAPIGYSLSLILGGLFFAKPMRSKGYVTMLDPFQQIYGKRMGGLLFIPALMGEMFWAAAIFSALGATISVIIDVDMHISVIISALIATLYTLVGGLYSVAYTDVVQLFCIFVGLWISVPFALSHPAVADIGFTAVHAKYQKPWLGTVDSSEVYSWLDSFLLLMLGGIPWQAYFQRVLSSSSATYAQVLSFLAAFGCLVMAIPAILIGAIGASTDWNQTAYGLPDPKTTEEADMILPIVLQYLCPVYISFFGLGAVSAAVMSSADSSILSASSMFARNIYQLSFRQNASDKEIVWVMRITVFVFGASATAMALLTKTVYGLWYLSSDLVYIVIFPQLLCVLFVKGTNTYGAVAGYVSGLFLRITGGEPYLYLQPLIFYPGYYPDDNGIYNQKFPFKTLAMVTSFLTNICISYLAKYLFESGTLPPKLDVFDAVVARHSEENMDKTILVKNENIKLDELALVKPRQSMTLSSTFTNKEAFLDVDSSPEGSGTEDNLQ
CHT block: inhibitors of human choline transporter CHT | 310,000 compounds, 0.86% hits | CHT-expressing cells, membrane potential dye, choline response; active compounds read low | B-score at 10 µM;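 active = B-score over 3 SD under the library average, and starting fluorescence ratio not unusually high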;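 also: choline stimulus applied at its EC90 after an EC20 pre-addition; B-score computed on integrated fluorescence ratio after choline addition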
STK33 inh: inhibitors of purified STK33 kinase, primary screen, biochemical, ADP-Glo luminescence, homogeneous, cell-free; Serine/threonine-protein kinase 33 (Homo sapiens), Q9BYT3; MBP phosphorylation; inhibition, % at 10 µM; 320,000 compounds, 0.073% hits;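 active = inhibition at or above 25%, using the most active replicate where run in duplicate; inactive = inhibition below 25%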
Target sequence (Q9BYT3 whole entry, looked up): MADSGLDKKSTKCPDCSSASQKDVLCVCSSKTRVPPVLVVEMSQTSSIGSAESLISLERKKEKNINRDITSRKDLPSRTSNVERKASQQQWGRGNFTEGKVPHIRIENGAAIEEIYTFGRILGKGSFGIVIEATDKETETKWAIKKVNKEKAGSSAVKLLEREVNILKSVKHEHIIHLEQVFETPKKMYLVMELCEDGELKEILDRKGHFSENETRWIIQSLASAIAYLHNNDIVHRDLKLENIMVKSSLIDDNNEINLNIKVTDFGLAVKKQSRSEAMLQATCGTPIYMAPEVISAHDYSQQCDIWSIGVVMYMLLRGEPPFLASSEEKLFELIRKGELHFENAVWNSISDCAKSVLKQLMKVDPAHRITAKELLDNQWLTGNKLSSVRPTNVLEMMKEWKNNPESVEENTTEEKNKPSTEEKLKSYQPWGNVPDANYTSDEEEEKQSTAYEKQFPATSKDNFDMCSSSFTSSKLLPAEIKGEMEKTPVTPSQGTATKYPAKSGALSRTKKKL
Numbers without * were called inactive; i = inactive; nt = no result given.

| compound | CHT allo act | CHT block | STK33 inh |
| --- | --- | --- | --- |
| Cc1cccc(N2CCN(C(=O)CCCCCn3c(=S)[nH]c4ccc(N5CCOCC5)cc4c3=O)CC2)c1C | i | i | -2.0 |
| C=CCn1c(-c2cc3c(s2)CCC(CC)C3)n[nH]c1=S (stereo not given) | i | i | -1.4 |
| Cc1ccc(C)c(C(=O)N2CCN(c3ncccn3)CC2)c1 | i | i | -1.0 |
| CCCc1oc(C(=O)O)cc1CN1CCCC1 | i | i | -1.3 |
| O=C(O)CCC(=O)Nc1ccccc1C(=O)N1CCN(c2ccc(Cl)cc2)CC1 | i | i | -0.1 |
| Cc1cc(=O)oc2cc(OCC(=O)c3ccc4c(c3)NC(=O)CO4)ccc12 | i | i | -0.9 |
| Cc1nc(NCCc2ccc(Cl)cc2)c2nnn(Cc3ccccc3)c2n1 | i | i | -2.5 |
| CCOC(=O)N1CCN(C(=O)Cc2ccc(Cl)cc2)CC1 | i | i | -1.0 |
| CCN(CC(=O)Nc1ccc(Cl)c(S(=O)(=O)N(C)C)c1)Cc1nc2ccccc2c(=O)[nH]1 | i | i | -1.2 |
| COc1ccc(NC(=O)CSc2nnc(-c3cc(C)[nH]n3)n2N)cc1 | i | i | -0.1 |
| O=C(Nc1ccc(S(=O)(=O)Nc2ccccn2)cc1)C(F)(F)F | i | i | -3.6 |
| COc1cccc(-c2noc(-c3cccnc3)n2)c1 | i | i | 2.3 |
| COc1ccc(NS(=O)(=O)c2ccc3c(c2)NC(=O)CO3)c(OC)c1 | i | i | -1.8 |
| O=C(c1cnn2ccccc12)N1CCCc2ccccc21 | i | i | -0.1 |
| COC(=O)c1ccc(NC(=S)N2CCN(Cc3ccccc3)CC2)cc1 | i | i | -1.8 |
| Cc1ccc(Nc2n[nH]c(C)c2[N+](=O)[O-])c(C)c1 | i | i | 0.9 |
| CCCOc1ccc(C(O)(CCN2CCCCC2)c2ccccc2OC)cc1 (stereo not given) | i | i | -0.5 |
| Cc1ccc(CNC(=O)C2CC(=O)N(CCC(C)C)C2)cc1 (stereo not given) | i | i | -1.4 |
| Cc1ccc(-n2c(N)c(S(=O)(=O)c3ccccc3)c3nc4ccccc4nc32)cc1 | i | i | 0.9 |
| O=C(NC1CC1)c1sc2cc([N+](=O)[O-])ccc2c1Cl | i | i | -0.5 |
| Cc1ccc2c(C)nc(Nc3nc(CSc4nnc(C)s4)cc(=O)[nH]3)nc2c1 | i | i | 1.2 |
| Cc1ccc(C(=O)CSc2nnnn2Cc2ccccc2)cc1C | i | i | 0.4 |
| N#CCSc1nnc(N)s1 | i | i | -0.4 |
| COc1ccc(Cl)cc1NC(=O)CC1S/C(=N/N=C2CCCCCC2)NC1=O (stereo not given) | i | i | -1.0 |

Shown with values under each structure: 2 of the compounds above
Value order – CHT allo act, CHT block, STK33 inh
O=C(O)CCC(=O)Nc1ccccc1C(=O)N1CCN(c2ccc(Cl)cc2)CC1
→ i, i, -0.1
Cc1cc(=O)oc2cc(OCC(=O)c3ccc4c(c3)NC(=O)CO4)ccc12
→ i, i, -0.9

Next section:
| compound | CHT allo act | CHT block | STK33 inh |
| --- | --- | --- | --- |
| Cc1cccc(CC(=O)Nc2ccon2)c1 | i | i | -1.8 |
| Cc1nc2ncnn2c(C)c1C/C=C/c1ccccc1 | i | i | 0.5 |
| Cc1n[nH]c(=S)n(/N=C/c2cccc([N+](=O)[O-])c2)c1=O | i | i | -1.7 |
| O=c1oc2ccccc2c2c1ncn2C1CCCCC1 | i | i | 4.6 |
| COC(=O)CCC(=O)Nc1ccc(NC(=O)CCC(=O)OC)cc1 | i | i | -25 |
| Cc1ccc(-n2c(SCC(=O)N/N=C/c3ccccc3C(=O)O)nnc2-c2ccccc2)cc1 | i | i | 0.6 |
| COc1cc(/C=C2\SC(=S)N(CCC(=O)NCCc3ccccc3)C2=O)cc(OC)c1OC | i | i | -2.2 |
| Cc1ccc(C(O)(C(=O)NNc2ccccn2)c2ccc(C)cc2)cc1 | i | i | -1.0 |
| O=C(O)CC(Cc1ccc(Cl)cc1)C(=O)Nc1cc(Cl)ccc1Cl (stereo not given) | i | -5.3* | -1.6 |
| O=C(NC(=S)Nc1cccc2cnccc12)c1ccccc1 | i | i | -1.4 |
| CCOC(=O)Cn1c(=O)n(Cc2ccco2)c(=O)c2ccc(C(=O)NC3CCCC3)cc21 | i | i | -0.7 |
| Cc1nnc(SCC(=O)Nc2ccc([N+](=O)[O-])cc2)n1CC1CCCO1 (stereo not given) | i | i | -0.6 |
| O=C(NN1CCOCC1)c1cccc(Br)c1 | i | i | 12 |
| O=C(NCc1ccco1)c1nc(-c2ccc(F)cc2)no1 | i | i | -0.5 |
| Cn1ccnc1Sc1nc2ccccc2nc1NS(=O)(=O)c1ccccc1 | i | i | -1.6 |
| Cc1cccc(N2C(=O)CC(N3CCN(C(=O)c4ccccc4)CC3)C2=O)c1 (stereo not given) | i | i | -0.4 |
| C[C@@H]1CCC(=O)N(C[C@@H](C)CSc2ccccc2)CC1 | i | i | 0.3 |
| C=CCOc1ccc(C(=O)Nc2ccccc2C(=O)NCc2cccnc2)cc1 | i | i | 1.5 |
| O=C(CN1CCCC1)Nc1cc(C(F)(F)F)ccc1Cl | i | i | -0.7 |
| COC(=O)N/N=C(\CCC(=O)O)c1cccs1 | i | i | -1.2 |
| CCc1c(C)sc(NC(=O)c2cc(C(C)C)on2)c1C#N | i | i | -1.3 |
| COc1ccccc1N1CCN(Cc2ccc(Br)o2)CC1 | i | i | -1.8 |
| NS(=O)(=O)c1ccc(NC(=O)c2cccc(Cl)c2)cc1 | i | i | -0.3 |
| CC(=O)NN1C(=O)c2ccc(Oc3ccc([N+](=O)[O-])cc3)cc2C1=O | i | i | -0.7 |
| O=C(O)C1CC=CCC1C(=O)Nc1ccc(N2CCN(Cc3ccccc3)CC2)cc1 (stereo not given) | i | i | -0.4 |
| CC(NC(=O)c1ccc(N(C)C)cc1)c1ccc(F)cc1 (stereo not given) | i | i | -2.6 |
| COc1ccc(OC)c(NC(=O)COC(=O)c2ccc(-n3cnnn3)cc2)c1 | i | i | -1.5 |
| CCCC(=O)N1CCN(Cc2nc3cc([N+](=O)[O-])ccc3n2C)CC1 | i | i | -0.1 |
| O=[N+]([O-])c1ccc(NCCN2CCOCC2)c([N+](=O)[O-])c1 | i | i | -2.3 |
| O=C(CSc1nc2ccccc2c(=O)n1-c1ccccc1F)Nc1ccc2c(c1)CCC2 | i | i | nt |
| CC(OC(=O)CNS(=O)(=O)c1ccc(C#N)cc1)C(=O)Nc1cccc(C#N)c1 (stereo not given) | i | i | -0.2 |
| CC(=O)OC[C@H]1O[C@H](C/C=N/OC[C@@H](O)[C@H]2O[C@@H]3OC(C)(C)O[C@@H]3[C@H]2O)C=C[C@@H]1OC(C)=O | i | i | -0.4 |
| COc1ccc(N(C)C(=O)C2CCN(S(=O)(=O)c3cccc4nonc34)CC2)cc1 | i | i | -1.8 |
| CCOC(=O)N1CCc2c(sc3ncn(C)c(=O)c23)C1 | i | i | -0.5 |
| COc1ccc(CC(=O)NNS(=O)(=O)c2ccccc2)cc1OC | i | i | -0.9 |
| O=S(Cc1ccc(Cl)cc1)CC(O)COc1ccc(Cl)cc1 (stereo not given) | i | i | -1.1 |
| Cc1ccc(-c2ccc(SCC(=O)Nc3ccc4c(c3)OCCO4)nn2)cc1 | i | i | -0.2 |
| Cc1nc([N+](=O)[O-])c(Br)n1CC(=O)c1cccc([N+](=O)[O-])c1 | i | i | -0.3 |
| CCC1Sc2ccccc2N(CC(=O)NC2CCCC2)C1=O (stereo not given) | i | i | -1.0 |
| C=CCNC(=O)/C(C#N)=C/c1c(N2CCN(c3ccc(OC)cc3)CC2)nc2c(C)cccn2c1=O | i | i | 0.3 |
| CCc1ccc(C(=O)NNC(=O)C2CC(=O)N(Cc3ccccc3)C2)cc1 (stereo not given) | i | i | 0.3 |
| COc1ccccc1N(CC(=O)N1CCCC1)S(=O)(=O)c1ccc(C)cc1 | i | i | -1.0 |
| Cc1ccc(Cl)cc1N1CCN(S(=O)(=O)c2c(C)[nH]c(C)c2C(=O)N2CCCC2)CC1 | i | i | -0.4 |
| CC(C)CN1C(=O)C(NC(=O)C2CC2)(C(F)(F)F)C2=C1CC(C)(C)CC2=O (stereo not given) | i | i | 0.1 |
| CSc1nc(Oc2ccc(Cl)cc2)c2sccc2n1 | i | i | 0.5 |
| O=C1c2ccccc2C(=O)N1CCN1CCc2ccccc21 | i | i | -0.3 |
| CC(OCCN(C)C)C(=O)C12CC3CC(CC(C3)C1)C2 (stereo not given) | i | i | -1.7 |
| COc1cc(C(C)=O)ccc1OCC(O)CNCC(O)c1ccccc1 (stereo not given) | i | i | 1.2 |
| COC(=O)c1ccc(Sc2ccccn2)c([N+](=O)[O-])c1 | i | i | -0.1 |
| CCOCCCn1c(SCC(=O)Nc2ccccc2)nc2ccccc2c1=O | i | i | -0.9 |
| Cc1cccc(C)c1NC(=O)CNCC(=O)N(C)C | i | i | -2.4 |
| Clc1ccc(CN2CCSCC2)c(Cl)c1 | i | i | -0.7 |
| O=C(Nc1cccc(C(=O)N2CCOCC2)c1)NC1CCCCC1 | i | i | 0.8 |
| N#CC1CN(Cc2ccccc2)CN(Cc2ccccc2)C1 | i | i | -0.4 |
| CC(C)c1cc(C(=O)N/N=C/c2cccnc2)cs1 | i | i | 0.3 |
| COc1ccc(Cn2ccnc2SCC(=O)Nc2nnc(C)s2)cc1 | i | i | 4.2 |

Later entries.
| compound | CHT allo act | CHT block | STK33 inh |
| --- | --- | --- | --- |
| C=CCOC(=O)CCP(=O)(CCC(=O)OCC=C)c1ccccc1 | i | i | -3.2 |
| CCCCn1c2c(c3ccccc31)CCc1nonc1-2 | i | i | -0.1 |
| COc1ccccc1NS(=O)(=O)c1ccc(OC)c([N+](=O)[O-])c1 | i | i | -1.4 |
| Cc1cccc(Oc2nc3c(c(=O)n(C)c(=O)n3C)n2C)c1 | i | i | 0.0 |
| CCCOC(c1ccccc1)(c1ccc(C(F)(F)F)cc1)C(Oc1nc(C)cc(C)n1)C(=O)O (stereo not given) | i | i | -1.1 |
| O=C(COc1ccccc1)Nc1ccc(S(=O)(=O)N2CCCCCC2)cc1 | i | i | -3.3 |
| CC(C)CN1C(=O)C(=O)N(CC(=O)NC2CCCc3ccccc32)C1=O (stereo not given) | i | i | 0.9 |
| CNC(=O)NCCN1CCCC1=O | i | i | 3.7 |
| COc1cc(C)nc(OCCNC(=O)COc2ccc(Cl)cc2C)n1 | i | i | -1.3 |
| C=C(C)CSc1nnc(-c2cc(OC)c(OC)c(OC)c2)n1N | i | i | -0.2 |
| CC(=O)N1N=C(N)SC1(C)C | i | i | -0.9 |
| Cc1ccc(NC(=S)N/N=C/c2ccc([N+](=O)[O-])s2)cc1 | i | i | -1.5 |
| CC(C)(C)NC(=O)C(c1ccc(F)cc1)N(CC1CCCO1)C(=O)c1csnn1 (stereo not given) | i | i | 2.1 |
| CC(C)(C)C1CCc2onc(C(=O)Nc3ccc4c(c3)OCO4)c2C1 (stereo not given) | i | i | -1.3 |
| CC1(C(=O)N(c2ccccc2)C(C(=O)NC2CCCC2)c2ccccn2)CC(=O)N=C2C=CC=CN21 (stereo not given) | i | i | -1.0 |
| O=C(CSc1ccc(Cl)cc1)N1CCN(c2ccc([N+](=O)[O-])cc2Cl)CC1 | i | i | 0.3 |
| CCOc1ccc(NC(=O)CN(C)C(=O)CCCc2c[nH]c3ccccc23)cc1OCC | i | i | 0.7 |
| COc1ccc(CCNC(=O)/C=C/c2ccco2)cc1 | i | i | -1.6 |
| O=C(COc1cccc(Cl)c1)Nc1ccccc1N1CCCCC1 | i | i | nt |
| COc1ccc(COC(=O)c2ccc(Cl)c(S(=O)(=O)N3CCOCC3)c2)cc1F | i | i | -1.9 |
| Cc1csc(=O)n1CCC(=O)OCC(=O)c1c(N)n(CC(C)C)c(=O)n(C)c1=O | i | i | -0.2 |
| O=C(C1CC1)N1CCC(c2nc(-c3ccc(S(=O)(=O)N4CCCC4)cc3)no2)CC1 | i | i | -2.9 |
| CCC(CC)NC(=O)c1ccc2nc[nH]c2c1 | i | i | 1.8 |
| CS(=O)(=O)N(CC(=O)N1CCCCCC1)c1cccc([N+](=O)[O-])c1 | i | i | nt |
| COc1ccc(CN2CCC(Oc3cc(C(=O)NC4CC4)ccc3OC)CC2)c(O)c1 | i | i | nt |
| O=C(O)c1ccccc1NC(=O)c1ccccc1Nc1ccccc1 | i | i | -0.9 |
| O=C(CSc1nnc(-c2ccccc2O)o1)Oc1ccc(Br)cc1 | i | i | -0.5 |
| COc1ccc(OC)c(NC(=O)c2cn(C)c(=O)c3cc(OC)c(OC)cc23)c1 | i | i | -0.7 |
| O=C(O)c1ccccc1-c1nc2cc(Cl)ccc2c(=O)n1O | i | i | -1.2 |
| c1ccc(CNc2ncnc3c2ncn3C2CCCCO2)cc1 (stereo not given) | i | i | 1.9 |
| O=C1c2ccccc2C(=O)N1CN(C(=O)COc1ccccc1)c1ccccc1 | i | i | 4.1 |
| CCOC(=O)c1oc2ccccc2c1CSc1nnnn1-c1ccc(C)cc1 | i | i | -1.9 |
| COc1ccc(CNC(=O)c2ccc(N3CCC4(CC3)CC(c3ccc(Cl)cc3)=NO4)c(N)c2)cc1 | i | i | 0.7 |
| COc1ccc(-c2nc(Cc3ccc(Cl)cc3)no2)cc1OC | i | i | -1.2 |
| COc1ccc(CNCCc2ccc([N+](=O)[O-])cc2)c(OC)c1OC | i | i | -0.7 |

One compound at a time (already shown):
`O=C(O)c1ccccc1NC(=O)c1ccccc1Nc1ccccc1` across the screens: CHT allo act: i; CHT block: i; STK33 inh: -0.9
`O=C(O)c1ccccc1-c1nc2cc(Cl)ccc2c(=O)n1O` across the screens: CHT allo act: i; CHT block: i; STK33 inh: -1.2
`COc1ccc(CNC(=O)c2ccc(N3CCC4(CC3)CC(c3ccc(Cl)cc3)=NO4)c(N)c2)cc1` across the screens: CHT allo act: i; CHT block: i; STK33 inh: 0.7

Screens: PubChem BioAssay, several laboratories
